WT yeast gro inh: growth inhibition of WT yeast, mitochondrial fusion screen | mitochondrial fusion phenotypic screen, WT strain | inhibition, % at 10 µM | 190,000 tested, 2.1% active | AID 1362; in the data active = inhibition above about 58%; tested in S. cerevisiae
Dynein transport: dynein cargo transport inhibition; 220,000 tested, 0.47% active; z-score, hits read low; 3617.4 mouse cells, GR-EGFP nuclear translocation imaging; test concentration mostly 20 µM; stimulated with dexamethasone, 1 µM; stronger effect = lower value;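 active = plate z-score of nuclear minus cytoplasmic receptor signal below a set negative limit, without overly bright fluorescence or cell loss, cut at about -3.5 in these data, passing the limit was not always enough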;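 note: z-score of nuclear minus cytoplasmic ring GR-EGFP intensity difference per well; some compounds called inactive have numbers as strong as hits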
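Buffer or medium: tet-free, stripped-serum medium; Also added: dexamethasone, 1.0 µM final; Technique: high-content fluorescence imaging after fixation; Times: 48 h induction, 1 h compound, 30 min dex at 37 °C; Read-out: per-cell GR-EGFP intensity, nucleus versus surrounding cytoplasmic ring, well-averaged.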
Autophagy HCS: modulators of autophagy | MEF GFP-LC3 puncta imaging; test concentration mostly 10 µM | calls only at 10 µM (by protocol) | 190,000 tested, 0.98% active;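 active = percentage of spot-positive cells more than 3 SD above its plate mean, without a fluorescence outlier flag or 80% toxicity; inconclusive = no clear call, values can overlap the other calls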;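 note: spot-positive cell cutoff set from DMSO-treated cells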
Lipid droplet: hepatic lipid droplet formation modulation; AML12 mouse hepatocytes, oleate lipid droplets, BODIPY imaging; inhibition, % at 6.5 µM; 240,000 tested, 0.4% active; AID 1656;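 active = lipid droplet intensity inhibited by at least 50%, with more than 500 cells counted; inconclusive = wells with under 300 cells, treated as cytotoxic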
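Assay system: AML12 mouse liver cells | Compound: 6.5 µM single-point dosing | Schedule: Overnight exposure | Technique: Fluorescence imaging, 20x objective, two fields per well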
MT stabilize HCS: microtubule stabilizers in HeLa cells; HeLa tubulin immunostaining HCS, 24 h; share of cells brighter than vehicle mean+2SD; % tubulin-high responders, % at 10 µM; 200,000 tested, 0.83% active;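 active = plate Z-score above 3 for both tubulin-high and condensed-nucleus cell shares, with cell loss under 80%, at 10 µM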;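 note: anti alpha tubulin signal scored within the nucleus-defined area of each cell; some results filed as inactive read as strong as hits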
HEK293 NOD2/NF-kB: NOD2 signaling inhibitors, cell-based, luminescence, uHTS, HEK293 (AID 1566). HEK293 NOD2/NF-kB luciferase reporter, luminescence; higher % means a stronger effect. 290,000 tested, 0.63% active. one-dose inhibition, % at 4 µM; EC50 in µM for titrated hits; in the data active = inhibition above about 50%; note: many of its hits are not listed in these tables
b-catenin transl: modulators of beta-catenin nuclear translocation | HeLa beta-catenin nuclear translocation, immunofluorescence imaging | nuclear translocation activity, % at 5 µM | 190,000 tested, 0.3% active;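 active = nuclear translocation activity above 50% at 5 µM, with a well cell count of 50 or more; inconclusive = wells under 50 cells across six images, flagged as toxic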;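 note: per-cell ratio of nuclear to cytoplasmic median beta-catenin stain intensity; plate controls were DMSO negative control for no effect and GSK-3 inhibitor IX positive control for full effect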
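Read-out: Nuclear/cytoplasmic beta-catenin signal ratio, % activation | Assay system: Human HeLa cell line | Times: 24 h compound exposure at 37°C, 5% CO2 | Signal: Fluorescence imaging of beta-catenin antibody stain plus DAPI | Dosing: 5 µM primary, 0.02–20 µM confirmation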
Ins promoter up: MIN6 insulin promoter up-regulation; MIN6 insulin promoter-GFP reporter, high-content imaging; stronger effect = higher value; 190,000 tested, 0.3% active; z-score at 5 µM; AID 1625;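 active = z-score above 3 at 5 µM with at least 500 cells counted in the well; inconclusive = wells under 500 cells, flagged as cytotoxic or low count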
Yfh1-off respiration: mitochondrial function rescue without frataxin homolog – Friedreich's ataxia, plus single-dose screen, dose response (AID 1465) | one-dose fold induction at 50 µM; EC50 in µM for titrated hits | S. cerevisiae Yfh1-off respiration, WST-1 reduction, 72 h; higher fold induction means a stronger effect | 220,000 tested, 0.074% active;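 active = fold induction of absorbance versus untreated yeast above a set limit, then at least 30% activation at any dose in follow-up; inconclusive = repeats straddling the limit, or above it without dose testing; inactive = fold induction below the set limit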;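 note: activators that raise dye reduction in frataxin-depleted yeast; strong numbers were not always called active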
WT yeast gro inh mutant strain: second read-out of WT yeast gro inh, no call of its own (marks repeat the call); inhibition, %; mitochondrial fusion phenotypic screen, mutant strain inhibition
Dynein transport cytoplasmic EGFP: recorded beside Dynein transport, whose call it bears; z-score; measured here: cytoplasmic GR-EGFP intensity; stronger effect = higher value
Dynein transport nuclear GR-EGFP: second read-out of Dynein transport, no call of its own (marks repeat the call); z-score; measured here: nuclear GR-EGFP intensity;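 lower value marks the stronger effect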
Dynein transport cell count: second read-out of Dynein transport, no call of its own (marks repeat the call); z-score; measured here: cell count per field
Ins promoter up cell count: second read-out of Ins promoter up, no call of its own (marks repeat the call); cell count; measured here: cytotoxicity, nuclei count;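 total cells summed across four imaged fields per well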
Lipid droplet cells 6.5 µM: also measured in Lipid droplet; calls as there; cell count; measured here: cell count, cytotoxicity flag;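 cells counted across two imaged fields per well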
b-catenin transl cell count 5 µM: second read-out of b-catenin transl, no call of its own (marks repeat the call); cell count; measured here: cell count, cytotoxicity flag
MT stabilize HCS Hoechst-high %: also measured in MT stabilize HCS; calls as there; % Hoechst-high responders; measured here: nuclear condensation Hoechst responders;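 share of cells brighter than vehicle mean plus two SD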
MT stabilize HCS cytotoxicity %: second read-out of MT stabilize HCS, no call of its own (marks repeat the call); toxicity, %; measured here: cytotoxicity by cell density;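 0% = mean cell density of plate MIN control wells and 100% = no cells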
Autophagy HCS cell loss 18 h: second read-out of Autophagy HCS, no call of its own (marks repeat the call); toxicity, %; measured here: cell loss, nuclei count;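 cell loss after 18 h compound exposure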
* marks the source's active call; other numbers are inactive results; i = inactive; ? = inconclusive; nt = not tested or not shown; + = active, no number. A portion of the library; rates above refer to the full screens.

SMILES	WT yeast gro inh	WT yeast gro inh mutant strain	Dynein transport	Dynein transport cytoplasmic EGFP	Dynein transport nuclear GR-EGFP	Dynein transport cell count	Autophagy HCS	Autophagy HCS cell loss 18 h	Lipid droplet	Lipid droplet cells 6.5 µM	MT stabilize HCS	MT stabilize HCS Hoechst-high %	MT stabilize HCS cytotoxicity %	HEK293 NOD2/NF-kB	b-catenin transl	b-catenin transl cell count 5 µM	Ins promoter up	Ins promoter up cell count	Yfh1-off respiration
CC(C)(CO)NCC(=O)Nc1cc(C(F)(F)F)cc(NC(=O)CNC(C)(C)CO)c1Cl	3	14	-0.4	-0.23	-0.53	-0.15	i	-9	14	701	3.1	2.9	0.9	-8%	nt	nt	-0.18	1387	i
CC(=O)c1cccc(Nc2c([N+](=O)[O-])c(=O)oc3ccccc23)c1	nt	nt	-0.48	-0.22	0.18	0.27	nt	nt	-4	659	nt	nt	nt	13%	1.0	1186	-0.5	1142	i
CC1(C)CCc2cc(-c3ccn(S(=O)(=O)c4ccccc4Cl)n3)ccc2O1	nt	nt	0.84	0.0064	0.4	-0.85	nt	nt	7	706	nt	nt	nt	33%	0.5	1318	0.51	1389	i
O=C(CCC(=O)OCc1cccc([N+](=O)[O-])c1)Nc1ccccc1Cl	5	-3	-0.86	0.11	-0.31	0.66	i	15	4	661	3.4	1.4	2.4	8%	-2.7	1078	0.03	1622	i
FC(F)(F)COc1cc(-c2nnc(SCc3ccccc3)n2Cc2ccco2)cc(OCC(F)(F)F)n1	nt	nt	-0.45	-0.16	-0.26	-0.71	nt	nt	22	742	nt	nt	nt	-12%	-4.3	1182	nt	nt	i
COc1cccc(C(C(=O)NC2CCCCC2)N(C(=O)Cc2cccs2)c2ccc(-n3cnnn3)c(OC)c2)c1 (stereo not drawn)	-4	3	-0.43	-0.2	-0.48	0.74	i	8	nt	nt	4.0	1.7	0.7	-7%	nt	nt	nt	nt	i
CCOc1nc(OCC)nc(N2CCC(C)CC2)n1	5	20	-0.21	-0.26	-0.26	0.58	i	-6	6	769	3.8	2.5	2.8	10%	0.9	986	0.24	1200	i
O=C(CN1C(=O)c2cccc3cccc(c23)C1=O)N1CCN(Cc2ccc3c(c2)OCO3)CC1	22	27	2	-0.36	0.74	-0.47	i	5	-5	665	2.1	2.6	7.4	6%	-0.8	1077	-0.25	1857	i
Cc1cc(/C=C2\SC(=S)NC2=O)c(C)n1-c1cccc(O)c1	nt	nt	-0.15	0.064	-0.033	0.25	nt	nt	-4	715	nt	nt	nt	-226%	-6.5	1200	1.2	1372	i
CCc1ccc(NC(=O)c2ccc(Cn3cc([N+](=O)[O-])cn3)cc2)cc1	0	-9	-0.068	-0.19	0.12	0.4	i	4	-11	612	2.3	2.3	10	0%	1.6	919	-0.97	1311	i
CCCCOC(=O)c1ccc(NC(=O)c2ccccc2OC)cc1	64*	7.4*	0.2	-0.23	0.19	0.08	i	24	-2	638	5.6	3.3	8.9	-2%	2.9	475	-0.33	1358	i
Cc1ccc(Cl)cc1NC(=S)N(CCCN1CCN(C)CC1)Cc1cccs1	-7	3	0.26	-0.24	0.44	-0.77	i	7	0	692	2.7	1.4	5.0	6%	-3.7	1111	0.04	1204	i
CCOC(=O)N/N=C/c1cc(C)n(-c2cccc3ccccc23)c1C	16	-8	0.49	-0.25	0.7	-1.1	i	10	-2	607	21*	30*	26*	9%	9.1	558	-0.33	1091	i
Cc1cc(/C(N)=N/OC(=O)Nc2ccccc2)no1	nt	nt	1	-0.25	0.47	-0.71	nt	nt	-15	660	nt	nt	nt	14%	-1.0	1148	0.25	1290	i
CN(C)CCSc1nc(-c2ccccc2)nc2c1CCC2	6	-10	0.47	-0.23	0.8	-1.2	i	4	36	683	2.8	2.1	6.7	6%	-1.0	1106	-0.35	1377	i
O=C(c1cccs1)N1CCn2c1nc1ccccc12	7	12	-0.72	-0.048	-0.34	0.51	i	-2	nt	nt	1.2	1.2	5.1	-40%	-5.5	986	0.37	1357	i
O=c1cnnc(N/N=C/c2ccc3c(c2)OCO3)[nH]1	nt	nt	-0.19	-0.17	0.34	0.86	nt	nt	-33	729	nt	nt	nt	3%	-0.7	1316	nt	nt	i
C=CCNC(=O)C1CCN(S(C)(=O)=O)CC1	-5	9	-0.57	-0.17	-0.1	-0.12	i	12	nt	nt	1.8	3.2	6.3	-18%	-7.9	937	1.1	1519	i
COc1ccc(OC)c(CN(CCN2CCOCC2)C(=O)Nc2ccccc2)c1	15	-9	-0.36	-0.018	-0.21	1.7	i	5	8	645	3.0	2.0	8.8	-6%	nt	nt	0.36	1386	i
O=C(NCc1ccccc1)C12CC3CC(CC(C3)C1)C2	9	-6	-0.043	0.3	-0.2	0.75	i	-5	7	785	1.7	2.0	8.7	-7%	nt	nt	nt	nt	i
Cc1cccc(C(=O)OCc2cnc(Cl)s2)c1	-4	4	-0.16	-0.25	0.12	0.1	i	-4	-14	609	2.0	1.5	2.2	-5%	1.1	1041	-0.09	1782	i
CNC(=O)COC(=O)c1cccc(S(=O)(=O)N2CCN(c3ccc(F)cc3)CC2)c1	nt	nt	-0.31	-0.27	-0.24	0.45	nt	nt	4	695	nt	nt	nt	18%	-2.2	1311	-0.2	1315	i
COCCNC(=O)CN(C(=O)CCC(=O)Nc1cc(C)on1)c1ccc(C)cc1C	21	16	1.2	-0.03	0.56	-1.2	i	8	nt	nt	1.7	2.1	9.1	8%	nt	nt	nt	nt	i
Cc1ccc2c(c1)C1CN(C)CCC1N2C(=O)COc1ccccc1F (stereo not drawn)	nt	nt	0.16	-0.8	-0.11	-0.33	nt	nt	-1	688	nt	nt	nt	-12%	-1.6	1301	0.07	806	i
CSc1c(CC(=O)NCCO)n(C)c2ccccc12	15	8	-0.32	-0.24	0.078	1.4	i	1	2	743	2.5	2.5	21	8%	-1.7	1176	nt	nt	i
COc1ccc2c(CCNC(=O)c3ccco3)c[nH]c2c1	-1	-11	-0.28	-0.19	0.21	-0.081	i	11	nt	nt	4.2	1.0	5.2	3%	-1.5	1362	-0.45	1328	nt
Cc1ccc(C2(C(F)(F)F)N=C3Sc4cc(C)ccc4N3C(=O)N2)cc1 (stereo not drawn)	-15	-37	0.4	-0.2	0.11	0.22	i	-6	nt	nt	4.8	2.1	0.6	16%	-2.6	829	3.5*	1043*	nt
CC(C)(CO)Nc1nc(N2CCCC2)nc(N2CCCC2)n1	1	-15	-1.1	-0.26	-0.57	0.11	i	-3	15	729	2.8	1.8	3.3	12%	-1.9	588	nt	nt	i
S=C(NCCCN1CCOCC1)Nc1ccc(Cl)cc1	-6	-10	-0.18	-0.3	-0.52	0.15	i	-17	-5	647	6.8	3.3	8.0	6%	1.7	541	-0.66	1356	i
O=C(c1cccs1)N1CCN(C(=O)c2ccco2)c2ccccc2C1	-15	-7	-0.17	0.062	0.11	0.46	i	-10	nt	nt	2.3	2.4	9.3	18%	-6.5	992	-0.48	1447	i
COc1cc(/C=N\NC(=O)C2C(=O)NCC2c2ccccc2)cc(OC)c1O (stereo not drawn)	-10	3	-0.68	0.024	0.39	0.15	i	10	nt	nt	3.2	2.6	7.7	7%	0.9	1278	-0.06	1621	nt
CNCC(O)CN1CCN(c2ccccc2OC)CC1 (stereo not drawn)	-7	-14	0.081	-0.13	0.0037	-1.1	i	2	2	693	1.8	2.1	8.0	11%	0.8	1065	-0.17	1207	i
O=C(c1ccc(Cl)cc1)c1cc([N+](=O)[O-])ccc1N1CCOCC1	-6	-11	-0.42	-0.26	-0.48	0.84	+	30*	?	nt	9.8	61	35	-26%	48	447	0.32	1009	i
Cc1cc(C)cc(Oc2ccc(N)cc2)c1	-20	7	1.9	0.23	1.2	-0.67	i	3	17	738	9.1	7.4	98	-2%	0.4	672	-0.13	1217	i
CC(=O)Nc1ccc(NC2=C/C(=N/S(=O)(=O)c3cccs3)c3ccccc3C2=O)cc1	21	29	-0.014	-0.12	-0.11	0.14	+	77*	-20	604	2.8	1.1	77	33%	?	nt	?	nt	?
C=CCNC(=S)NC(=O)c1ccc(C)c(Br)c1	51	43	1.8	-0.036	2	-2.8	i	14	0	669	1.7	0.9	2.8	-42%	6.9	920	0.35	1544	i

Among those listed so far, these contain an NH in an aromatic ring.
SMILES	WT yeast gro inh	WT yeast gro inh mutant strain	Dynein transport	Dynein transport cytoplasmic EGFP	Dynein transport nuclear GR-EGFP	Dynein transport cell count	Autophagy HCS	Autophagy HCS cell loss 18 h	Lipid droplet	Lipid droplet cells 6.5 µM	MT stabilize HCS	MT stabilize HCS Hoechst-high %	MT stabilize HCS cytotoxicity %	HEK293 NOD2/NF-kB	b-catenin transl	b-catenin transl cell count 5 µM	Ins promoter up	Ins promoter up cell count	Yfh1-off respiration
O=c1cnnc(N/N=C/c2ccc3c(c2)OCO3)[nH]1	nt	nt	-0.19	-0.17	0.34	0.86	nt	nt	-33	729	nt	nt	nt	3%	-0.7	1316	nt	nt	i
COc1ccc2c(CCNC(=O)c3ccco3)c[nH]c2c1	-1	-11	-0.28	-0.19	0.21	-0.081	i	11	nt	nt	4.2	1.0	5.2	3%	-1.5	1362	-0.45	1328	nt

Source: PubChem BioAssay (several laboratories)
